eIF4E-4G inh – inhibitors of eIF4E and eIF4G interaction in translation initiation; AID 782; TR-FRET eIF4E-eIF4GI(517-606) binding, 2 h; inhibition, % at 21.7 µM; actives 0.37% (n = 220,000);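 active = inhibition above about 30%, limit read from the data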;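 note: 0% = full FRET control wells and 100% = background wells lacking eIF4GI fragment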
EP2 modulator – modulators of human EP2 prostaglandin E2 receptor; P43116; EP2-expressing cells, cAMP HTRF FRET, PGE2 co-stimulation; induction, % at 25 µM; actives 0.83% (n = 260,000);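 active = compounds whose cAMP rise, as percent of the full-agonist control response, exceeds 60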;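 note: rat C6 glioma line stably carrying human EP2 under a CMV promoter; the protocol text gives 20 µM as final concentration; 100% = response of wells given 1 µM PGE2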
S1P4 antagonist – blocks the human S1P4 receptor | S1P4-expressing cells, antagonist mode, reporter read-out | inhibition, % at 4.98 µM | actives 0.26% (n = 220,000) | AID 1510; in the data active = inhibition above about 29%;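 note: 0% = wells stimulated with agonist and 100% = vehicle wells without agonist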
Target sequence (O95977 whole entry, looked up): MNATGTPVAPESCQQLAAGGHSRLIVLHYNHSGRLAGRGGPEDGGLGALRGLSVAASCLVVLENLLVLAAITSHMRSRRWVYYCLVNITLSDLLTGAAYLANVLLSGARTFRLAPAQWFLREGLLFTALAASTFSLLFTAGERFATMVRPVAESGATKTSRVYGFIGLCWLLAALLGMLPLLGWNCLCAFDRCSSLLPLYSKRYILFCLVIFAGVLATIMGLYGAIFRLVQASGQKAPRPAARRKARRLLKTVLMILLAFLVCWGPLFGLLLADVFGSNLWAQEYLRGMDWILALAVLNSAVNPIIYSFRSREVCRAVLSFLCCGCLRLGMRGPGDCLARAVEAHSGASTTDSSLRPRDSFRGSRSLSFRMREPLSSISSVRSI
NPY2 pot ag – potentiators or agonists of human neuropeptide Y receptor Y2 | P49146 | cells expressing NPY-Y2, potentiator/agonist read-out | activation, % at 3.6 µM | actives 0.45% (n = 220,000); in the data active = activation above about 27%;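 note: cells stimulated with NPY near EC25 plus isoproterenol at EC100; 0% = vehicle plus submaximal agonist and 100% = vehicle plus saturating agonist; some results beyond the cut were filed as inactive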
EP2 antag – blocks the human prostaglandin E2 receptor EP2 | C6 glioma cells expressing human EP2, cAMP TR-FRET; cells stimulated with saturating PGE2 | actives 0.52% (n = 260,000) | inhibition, % at 25 µM;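 active = percent inhibition above 40 after rounding to a whole number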;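 note: rat C6 glioma host cells with rolipram phosphodiesterase inhibitor present; the protocol text gives 20 µM as final concentration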
p97 ATPase inh – human p97 ATPase inhibition; P55072; actives 0.42% (n = 220,000); recombinant p97 ATPase, Kinase-Glo ATP luminescence, 3 h; inhibition, % at 8 µM; AID 1481; in the data active = inhibition above about 15%;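 note: 0% = DMSO vehicle and 100% = wells lacking enzyme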
NPY-Y1 PAM-ag – human NPY-Y1 potentiation or agonism, primary screen; P25929; NPY-Y1 expressing cells, potentiator/agonist activation; activation, % at 3.6 µM; actives 0.37% (n = 220,000); in the data active = activation above about 33%, passing the limit was not always enough;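 note: cells stimulated with NPY at EC10 then isoproterenol at EC100; 0% = low agonist plus stimulus and 100% = saturating agonist plus stimulus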
Target sequence (P25929 whole entry, looked up): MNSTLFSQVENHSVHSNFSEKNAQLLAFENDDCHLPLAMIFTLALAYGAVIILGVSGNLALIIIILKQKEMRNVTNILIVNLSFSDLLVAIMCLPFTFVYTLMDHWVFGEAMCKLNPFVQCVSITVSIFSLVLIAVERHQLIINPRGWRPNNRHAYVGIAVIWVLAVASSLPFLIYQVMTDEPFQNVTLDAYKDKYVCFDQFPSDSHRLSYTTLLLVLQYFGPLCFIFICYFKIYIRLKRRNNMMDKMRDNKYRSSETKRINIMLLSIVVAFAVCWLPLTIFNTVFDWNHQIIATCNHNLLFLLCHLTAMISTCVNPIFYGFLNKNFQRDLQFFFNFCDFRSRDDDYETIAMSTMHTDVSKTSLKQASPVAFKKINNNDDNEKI
NPY Y1 blocker – NPY-Y1 (human) receptor antagonism; actives 1% (n = 200,000); P25929; inhibition, % at 3.6 µM; HEK293-CNG Y1 cells, membrane potential fluorescence; NPY at EC95, then isoproterenol;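 active = inhibition above the campaign mean inhibition of all tested compounds plus 3 SD, cut at about 20% in these data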;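 note: 0% = DMSO wells given NPY plus isoproterenol and 100% = isoproterenol alone without NPY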
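material = HEK293 cells with Y1 receptor plus CNG channel | also added = NPY 25 nM then isoproterenol 1 µM plus Ro 20-1724 25 µM | schedule = dye 3 h, compound 60 min room temperature, stimulation 45 min | measured by = membrane potential fluorescence | benchmarks = high control isoproterenol alone, low control NPY with isoproterenol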
S1P4 agonist – agonists of human S1P4 receptor. O95977. S1P4-expressing cell line, agonist reporter assay. activation, % at 4.98 µM. actives 0.35% (n = 220,000); in the data active = activation above about 11%;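 note: 0% = DMSO vehicle and 100% = reference agonist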
The depositor's hits bear a star; / = not tested or not shown; & = joins results of further samples; [ ] = remark or other dose. Not all compounds are listed; rates above refer to the full screens.

Results follow in this order: eIF4E-4G inh	EP2 modulator	S1P4 antagonist	NPY2 pot ag	EP2 antag	p97 ATPase inh	NPY-Y1 PAM-ag	NPY Y1 blocker	S1P4 agonist
Cc1cc(=O)nc2c3ccccc3n(C(C)C(=O)Nc3cc(F)ccc3F)n12 (stereo unspecified)
  -3	9	19	-14	8	4	-27	/	-0.1
CN(Cc1ccccc1)c1ccc(S(=O)(=O)N2CCC(C(=O)O)CC2)cc1[N+](=O)[O-]
  4	17	-7	-1	3	-2	-14	-4	0.3
N#Cc1c(NC(=O)CCN2C(=O)c3ccccc3C2=O)oc(-c2ccccc2)c1-c1ccccc1
  2	29	3	8	12	1	8	1	-0.3
COc1cccc(CC(NC(C)=O)C(=O)NC2CCN(c3c4c(nc5ncnn35)CCC4)CC2)c1 (stereo unspecified)
  /	/	-19	-4	/	3	-19	-3	1.5
O=C(CN1CCN(Cc2ccccc2)CC1)N/N=C/c1cccnc1
  0	-3	-12	-5	2	6	4	/	1.4
CCOc1cc(C(=S)N2CCOCC2)ccc1OS(=O)(=O)c1ccc(NC(C)=O)cc1
  -1	-18	-22	33*	22	9	8	6	1.3
CCC(=O)Nc1ccc(N2CCN(Cc3ccccc3F)CC2)cc1
  0	8&12	-3	9	6&7	2	24	-3	-0.3
O=C(COc1cccc2c1CCN(Cc1ccccc1)C2=O)NCc1ccco1
  5	9	-12	-4	5	7	-12	-2	4.8
COc1ccc(-c2nnc(NC(=O)C(C)C)s2)c(OC)c1
  5	16	-12	-1	/	-1	-3	-2	-0.3
CN1CCc2c(sc3nc(NN)n(Cc4ccccc4)c(=O)c23)C1
  15	25	-7	1	9	5	5	/	1.0

One compound at a time, as listed above. Values in the order: eIF4E-4G inh	EP2 modulator	S1P4 antagonist	NPY2 pot ag	EP2 antag	p97 ATPase inh	NPY-Y1 PAM-ag	NPY Y1 blocker	S1P4 agonist
Results for `O=C(CN1CCN(Cc2ccccc2)CC1)N/N=C/c1cccnc1` : 0	-3	-12	-5	2	6	4	/	1.4
Results for `N#Cc1c(NC(=O)CCN2C(=O)c3ccccc3C2=O)oc(-c2ccccc2)c1-c1ccccc1` : 2	29	3	8	12	1	8	1	-0.3
Results for `CN1CCc2c(sc3nc(NN)n(Cc4ccccc4)c(=O)c23)C1` : 15	25	-7	1	9	5	5	/	1.0

(listing goes on)
Results follow in this order: eIF4E-4G inh	EP2 modulator	S1P4 antagonist	NPY2 pot ag	EP2 antag	p97 ATPase inh	NPY-Y1 PAM-ag	NPY Y1 blocker	S1P4 agonist
CN(C)c1ccc(/C=N/NC(=O)c2ccn(C)n2)cc1
  1	-19	-8	6	8	-5	18	/	-0.1
COc1cccc(NC(=O)CSC(N)=O)c1
  2[fluorescence artefact?]	24	-3	16	6	3	11	-9	0.1
NCCCNc1ccc([N+](=O)[O-])cc1C(F)(F)F
  -2	-50	-10	4	19	2	15	-2	-0.5
Cc1nn(Cc2ccc(C(=O)N3CCOCC3)o2)c(C)c1Br
  3	28	-4	-7	9	-2	-29	11	-1.1
Cc1ccccc1-n1c(SC/C(O)=C(\C#N)c2nc3ccccc3[nH]2)nnc1-c1ccncc1
  -2[fluorescence artefact?]	-6	-32	-1	6	1	2	1	0.9
Fc1ccccc1N1CCN(c2nnnn2-c2ccccc2)CC1
  -5	-42	-3	6	6	4	2	3	1.4
COc1ccc2c(c1)c(=O)c(C(=O)c1ccc(C)cc1)cn2CC(=O)Nc1ccc(F)cc1
  4	-8	17	12	10	8	30	0	1.5
O=C1CSC(=O)N1CC(O)COc1ccc(Cl)cc1 (stereo unspecified)
  -3	16	-7	-9	3	2	10	2	-0.6
Cn1c(CCCNC(=O)c2ccccc2)nc2ccccc21
  1	4	-3	1	3	5	5	-6	0.8
CCCC1c2ccc(C)n2CCN1C(=O)Nc1ccccc1Cl (stereo unspecified)
  -1	-16	1	-9	10	2	-17	-3	0.6
O=C1Oc2ccccc2C2(O)C3CCCCCC3C12 (stereo unspecified)
  -1[fluorescence artefact?]	8	-18	14	10	0	5	2	1.6
COc1ccc(C(c2sc3nc(C)nn3c2O)N2CCCCC2)cc1 (stereo unspecified)
  4	52	-12	-18	14	-5	9	2	-2.5
S=c1[nH]nc(-c2cccnc2)n1/N=C/C=C/c1ccccc1
  -2	7	12	5	7	7	-11	3	-2.6
CCn1cc(C(=O)OCC(=O)c2cc(C)n(-c3ccc(OC(F)F)cc3)c2C)c(=O)c2ccc(C)nc21
  45*[fluorescence artefact?]	-19	-18	0	-2	1	5	2	0.8
O=C(Cn1nnc2c(cnn2-c2ccc(F)cc2)c1=O)OC1CCCCC1
  3	2	5	-8	15	-8	-38	8	0.4
CCSc1nnc(CNC(=O)C23CC4CC(CC(C4)C2)C3)n1C1CCCCC1
  3[fluorescence artefact?]	10	-11	-6	4	3	7	-2	2.4
CC1CCCCN1Cc1cnc(Cl)s1 (stereo unspecified)
  -1[fluorescence artefact?]	-9	-7	5	9	2	-14	0	-1.9
COc1ccc(CCNC(=O)C2CCN(C(=O)NC3CCCCC3)CC2)cc1
  -6	-2	-17	10	2	1	16	-3	1.1
CC(=O)NN1C(=O)/C(=C\c2ccccc2)SC1=S
  /	/	7	-8	/	-5	-2	4	0.8
CC(C)c1nc(SCC(=O)N2CCCc3ccccc32)c2c(=O)n(C)c(=O)n(C)c2n1
  3	23	-2	5	14	-1	5	6	0.4

Quoted from the results shown, three compounds:
Results follow in this order: eIF4E-4G inh	EP2 modulator	S1P4 antagonist	NPY2 pot ag	EP2 antag	p97 ATPase inh	NPY-Y1 PAM-ag	NPY Y1 blocker	S1P4 agonist
S=c1[nH]nc(-c2cccnc2)n1/N=C/C=C/c1ccccc1
  -2	7	12	5	7	7	-11	3	-2.6
CCn1cc(C(=O)OCC(=O)c2cc(C)n(-c3ccc(OC(F)F)cc3)c2C)c(=O)c2ccc(C)nc21
  45*[fluorescence artefact?]	-19	-18	0	-2	1	5	2	0.8
O=C(Cn1nnc2c(cnn2-c2ccc(F)cc2)c1=O)OC1CCCCC1
  3	2	5	-8	15	-8	-38	8	0.4

Other structures
Results follow in this order: eIF4E-4G inh	EP2 modulator	S1P4 antagonist	NPY2 pot ag	EP2 antag	p97 ATPase inh	NPY-Y1 PAM-ag	NPY Y1 blocker	S1P4 agonist
COc1ccc(CCNC(=O)C2CCCN(c3ncccn3)C2)cc1 (stereo unspecified)
  1	1&12	-24	6	12&6	-2	-5	0	0.7
O=S(=O)(c1ccc(-c2csc(Nc3ccc(Br)cc3)n2)cc1)N1CCCC1
  4	4	-5	7	16	1	0	-2	0.2
Cc1ccc2nsnc2c1S(=O)(=O)N(CCO)Cc1cc2cc3c(cc2[nH]c1=O)OCCO3
  0	-9&24	-17	2	5&7	5	12	-2	0.8
O=C(CCn1c(=O)sc2ccccc21)Nc1nccs1
  -4[fluorescence artefact?]	7	-22	-6	8	1	-14	1	-0.4
O=C(O)CCC(=O)NCCn1c(-c2ccccc2)csc1=Nc1ccccc1
  -1[fluorescence artefact?]	30	-1	4	8	-7	9	2	0.6
Cn1c(=O)c(C(=O)CN2CCCCCC2)c(N)n(Cc2ccccc2)c1=O
  2	1	-10	15	8	4	-11	-2	0.1
O=C(CSc1nc2ccccc2c(=O)n1-c1ccc(Cl)cc1)c1ccco1
  -22[fluorescence artefact?]	13	-3	-9	13	0	-2	11	0.1
COc1ccc(NC(=O)Nc2ccc3nc(C)c(C)nc3c2)cc1
  4	-26	6	7	32	0	-32	0	-2.8
CC1CCCCC1NC(=O)CN1C(=O)c2cccc(N)c2C1=O (stereo unspecified)
  2	-18	32*	6	5	6	-15	-1	-0.9
Cn1c2ccccc2c2cc(C(=O)OCC(=O)N3CC(=O)Nc4ccccc43)sc21
  -72	-35	3	-2	53*	6	-5	4	-0.9
Cc1cc(C)nc(N2CCC(C(=O)NCc3ccccc3)CC2)n1
  -5	3&29	-19	-18	19&7	-4	-30	-5	2.4
NC(N)=NS(=O)(=O)c1ccc(NC(=S)NC(=O)c2ccccc2)cc1
  -1	-34	8	-1	6	3	12	/	-1.3
Cc1ccccc1NC(=O)CC1S/C(=N/c2nccs2)N(C)C1=O (stereo unspecified)
  -3	6	-5	-4	6	-2	1	-3	0.3
Cc1noc(C)c1C(=O)N1CCC(Cc2ccccc2)CC1
  -2[fluorescence artefact?]	14	-19	10	12	-4	3	2	1.0
O=c1oc2ccccc2c(Nc2cccc3cccnc23)c1[N+](=O)[O-]
  4	-22	-9	0	7	2	-11	3	1.6
O=C(CN1C2CCC1CC(NC(=O)NC1CCCCC1)C2)NC1CC1 (stereo unspecified)
  /	9&7	-12	12	5&5	2	7	-3	-0.3
CCCCNC(=S)NNC(=O)c1nn(C)c(C)c1Cl
  -3[fluorescence artefact?]	14	-5	-12	7	1	-23	6	1.2
COc1ccc(CCCC(=O)NC2CCCCC2C)c(C)c1 (stereo unspecified)
  3[fluorescence artefact?]	-50	-8	-21	12	0	-8	9	0.0
CCNc1nc(NCC)n2c(SCC(=O)c3ccccc3F)nnc2n1
  0	5	-24	5	4	2	8	0	0.3
Cn1c(=O)c2cc(S(=O)(=O)NC(C(=O)N3CCCCCC3)c3ccccc3)ccc2n(C)c1=O (stereo unspecified)
  -1	-5	-8	8	7	-5	-6	-4	1.7
CNc1nc(C)c(C(C)(C)C)s1
  -4	13	2	3	11	0	5	/	0.4
CC(=O)C1C(=O)CC(C)(O)C(C(C)=O)C1c1ccccc1 (stereo unspecified)
  -1	-13	14	1	5	-6	-20	1	-1.5
Cc1cccc(CSC(Nc2ccc(F)cc2)=C(C#N)C#N)c1
  4	-3	-10	40*	16	0	6	0	1.9
O=C(O)/C=C/c1cn(Cc2ccccc2Cl)nc1-c1ccccc1
  -1	1	-4	-10	5	-4	-3	/	0.2
COc1ccccc1C1(CCNS(=O)(=O)c2ccc(C)cc2)CCOC(C(C)C)C1 (stereo unspecified)
  -2	35	-19	5	17	0	-2	5	0.3
CC1(C)Cc2c(sc3c2C(=O)N(c2ccccc2)C2=NCCCN23)CO1
  -17	22	-4	-3	6	2	-13	8	0.2

Screening results as filed in PubChem BioAssay.
